FID counter = fluorescent intercalator displacement, NS3 helicase counter-screen; inhibition, % at 7.9 µM; DNA fluorescent intercalator displacement, fluorescence; AID 1845; 290,000 compounds, 0.17% hits; in the data active = inhibition above about 37%;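 note: 0% = vehicle and 100% = reference compound; higher means more ethidium bromide displaced from hairpin DNA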
HCV NS3 hel inh = inhibitors of Hepatitis C virus NS3 helicase | NS3 helicase DNA unwinding, Cy5 molecular beacon fluorescence | inhibition, % at 10.9 µM | 290,000 compounds, 0.56% hits | AID 1800;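 active = inhibition above the mean of all tested compounds plus 3 SD, set per campaign, cut at about 35% in these data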;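 note: 0% = DMSO wells and 100% = thioflavine S control wells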
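Control set: DMSO versus 110 µM thioflavine S; Material: NS3 helicase fragment of HCV; Measured by: Cy5 fluorescence at 0 and 60 min, beacon hairpin quenching; Read-out basis: percent inhibition from t60/t0 fluorescence ratio; Times: reaction time 60 min, 25 °C; Repeats: single replicate; Compound dosing: single dose, 10.9 µM nominal final, DMSO 0.8% final.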
UBC9 SUMO inh = SUMOylation inhibition. P63279. HTRF SUMOylation assay, SAE1/SAE2 + UBC9, in vitro. inhibition, % at 35 µM. 290,000 compounds, 0.36% hits; in the data active = inhibition above about 50%, passing the limit was not always enough; note: strong numbers were not always called active
Target sequence (P63279 whole entry, looked up): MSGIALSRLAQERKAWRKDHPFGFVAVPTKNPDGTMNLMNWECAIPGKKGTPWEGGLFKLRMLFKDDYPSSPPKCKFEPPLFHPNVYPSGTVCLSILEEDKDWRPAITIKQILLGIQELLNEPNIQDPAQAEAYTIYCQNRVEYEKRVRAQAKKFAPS
MEKK2wt PB1 HTS = raises or lowers MEK5 binding to wildtype human MEKK2 PB1 domain. Q9Y2U5. bead flow cytometry, Alexa488-MEK5 binding to MEKK2 WT; actives lie on both sides. binding response (% of control), % at 10 µM. 290,000 compounds, 1.1% hits. AID 1531; in the data active = binding response below about 67% or above about 130%
MEKK2 mut-MEK5 = signal of MEK5 binding to mutant human MEKK2 PB1 domain; bead flow cytometry, Alexa488-MEK5 binding to MEKK2 mutant; percent response, % at 10 µM; 290,000 compounds, 0.35% hits; AID 1530; in the data active = percent response above about 24%, passing the limit was not always enough; note: inactives centre near 1; some results filed as inactive read as strong as hits
PfM18AAP inh = PfM18AAP enzyme inhibition; AID 1822; recombinant PfM18AAP, H-Glu-NHMec fluorogenic cleavage; 290,000 compounds, 1.2% hits; inhibition, % at 7.35 µM;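 active = inhibition above the campaign mean inhibition over all tested compounds plus 3 SD, cut at about 28% in these data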;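 note: 0% = plate median of test compound wells and 100% = 2 mM ZnCl2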
VIM-2 inhibitor = blocks Pseudomonas aeruginosa VIM-2 metallo-beta-lactamase; 290,000 compounds, 0.89% hits; inhibition, % at 5.6 µM; AID 1527; purified VIM-2, nitrocefin hydrolysis, epi-absorbance fluorescence;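 active = inhibition above the mean of all tested compounds plus 3 SD, cutoff set per screening run, cut at about 7.5% in these data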;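 note: red hydrolysis product quenches plate fluorescence so inhibitors raise well fluorescence; 0% = enzyme with DMSO and 100% = DMSO without enzyme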
NALP1 inh = inhibitors of NALP1 inflammasome in yeast | inhibition, % at 10 µM | 280,000 compounds, 0.61% hits | S. cerevisiae NALP1/ASC/caspase-1 growth, X-gal OD620, 72 h; in the data active = inhibition mostly above about 24%, no sharp cut-off; inactive = mostly below about 32%; note: some compounds called inactive have numbers as strong as hits
IMP-1 inhibitor = blocks Pseudomonas aeruginosa IMP-1 metallo-beta-lactamase; AID 1556; inhibition, % at 5.6 µM; purified IMP-1, nitrocefin hydrolysis, epi-absorbance fluorescence; 290,000 compounds, 0.45% hits;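 active = inhibition above the mean plus 3 SD of all compounds in the same screening run, cut at about 4.5% in these data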;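 note: 0% = IMP-1 with DMSO and 100% = DMSO wells lacking enzyme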
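system = purified recombinant IMP-1 beta-lactamase | amount = 0.2 nM IMP-1, as dispensed | medium = HEPES buffer pH 7.1 with ZnSO4 and Brij 35 | times = 25 °C, 15 min preincubation, 25 min reaction | detection = plate fluorescence quenching by hydrolysis product, ex 480/em 530 nm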
Active calls of the source: *; x = no result given.

SMILES	FID counter	HCV NS3 hel inh	UBC9 SUMO inh	MEKK2wt PB1 HTS	MEKK2 mut-MEK5	PfM18AAP inh	VIM-2 inhibitor	NALP1 inh	IMP-1 inhibitor
C(=N\Nc1nc(-c2ccccc2)cs1)/c1cccs1	1	18	-12	106	5	18	-2.5	x	-1.9
COc1ccc(O)c(C2=Nc3ccccc3N=C(c3ccco3)C2)c1	-2	0	29	97	1	4	-2.2	-5	-5.3
COc1ccc(Cc2noc(CN3CCNC(=O)CC3)n2)cc1OC	-3	-3	9	99	10	-5	-2.4	16	-2.6
CC(NC(=O)C1CCCCC1)c1ccc2c(c1)OCCO2 (stereo not drawn)	-3	5	8	99	0	-4	-3.0	14	1.0
CCn1c(C)c(C)c2cc(C(=O)Nc3cccc(Cl)c3)ccc21	-7	-2	1	104	6	6	-2.5	-7	-1.9
CS(=O)(=O)Nc1ccc(C(=O)NCCSC2CCCCC2)cc1	-7	-9	1	95	-6	-1	-2.2	18	-3.1
CC(=C1C(=O)c2ccccc2C1=O)N1CCN(c2ccccn2)CC1	-2	4	14	110	9	-6	-1.5	5	-1.9
O=C1CC(c2cccc(Cl)c2)CC(O)=C1C=NCCCO (stereo not drawn)	-3	4	2	101	5	-3	-0.9	16	-1.4
CCCCSc1ncc(C(=O)OCC)c(N)n1	-4	9	-16	98	1	3	0.3	-6	-1.1
Cc1nn(-c2cccc(Cl)c2)c(Cl)c1/C=N/NC(=O)c1cccnc1	-24	-6	-7	93	-3	-2	-0.4	24	-1.9
COC(=O)Cc1ccc(NC(=S)NC(C)(C)C)cc1	-3	2	1	101	-1	0	-3.2	-5	-1.0
Cc1cc2c(=O)n(C)c(SCC(=O)Nc3cccc(F)c3)nc2s1	-14	-5	3	101	2	-4	0.3	11	-4.3
COc1ccccc1NC(=O)c1cnc2c(-c3ccccc3)c(C)nn2c1C	-12	-4	8	105	-6	-2	-4.0	22	-1.5
O=S1(=O)CCN(Cc2ccc(Cl)c(C(F)(F)F)c2)CC1	2	-12	14	102	-2	-3	-1.3	5	-0.2
COc1ccc(/C(N)=N/OC(=O)CSc2ccc(C)cc2)cc1	-1	4	-4	98	3	2	0.5	6	-5.2
CC(=O)c1cccc(NC(=O)C2CC(=O)N(c3cccc(C)c3C)C2)c1 (stereo not drawn)	-9	1	7	100	0	-9	0.0	22	-1.8
CC(C)Cn1c(CCCNC(=O)c2ccc(F)cc2)nc2ccccc21	-19	2	1	114	14	-2	-1.2	38	-4.4
O=Cc1sc([O-])nc1-[n+]1ccc2ccccc2c1	-1	4	10	99	-4	2	-3.0	6	-3.3
COc1ccc(NC(=O)CCCNC(=O)c2ccc(Cl)cc2)c(OC)c1	-21	9	5	99	-4	-5	0.0	0	-1.9
CC(C)CCNC(=O)CSc1nc2ccccc2c(=O)[nH]1	-8	3	1	100	5	-7	-1.3	-9	-8.1
COc1cccc(NC(=O)CC2C(=O)NCCN2C(=S)Nc2ccc(F)cc2)c1 (stereo not drawn)	0	-2	-6	106	4	-10	-0.9	-16	-5.3
CCC(CC)c1nnc(NC(=O)c2ccc(N3CCCCC3)c([N+](=O)[O-])c2)s1	1	-4	5	100	-1	-6	-1.2	25	-1.4
CCOc1ccccc1-c1nc(SCC(=O)O)n[nH]1	6	-8	18	97	0	-1	-2.7	21	-2.3
Cc1c(OCC(=O)N(C)C)ccc2c3c(c(=O)oc12)CCCCC3	-25	-2	15	77	-8	-5	4.0	8	-0.7
O=C1NC(=O)[C@@H]2C3c4ccccc4C=CN3[C@H](C(=O)c3cccs3)[C@H]12 (stereo partly drawn)	2	10	0	106	16	24	0.2	11	-3.1
COc1ccc(CCNC(=O)CCOc2ccc(C)cc2)cc1OC	-35	3	-2	104	7	-8	-3.5	6	-1.9
Cn1ccnc1C(O)(c1ccccc1)c1nccn1C	-2	5	-2	68	-18	-7	-1.0	10	-2.3
Cc1ccc(CNC(=O)c2nnc(CS(=O)(=O)c3ccccc3)o2)cc1	-12	-1	18	103	-3	-3	-1.2	19	-2.0
CC(C)CCOCC(=O)Oc1ccccc1C(=O)O	1	-9	4	105	4	-4	-2.2	6	-3.2
CCN1CCN(S(=O)(=O)c2ccc(C(=O)Nc3ccccc3)cc2)CC1	7	2	5	105	4	3	-3.9	6	-1.6
C/C(=N\Nc1ccc(C#N)cc1[N+](=O)[O-])c1ccc(C)o1	-1	0	8	99	-1	6	-2.1	-4	-2.9
O=C(C1=C(O)C(=O)N(CCN2CCOCC2)C1c1ccc(Br)cc1)c1cc2ccccc2o1 (stereo not drawn)	-70	9	2	100	-1	10	-4.1	-2	-1.0
O=c1cc(O)c(-c2cccc(Cl)c2)c(Cl)[nH]1	4	4	18	103	1	8	-4.1	7	-1.8
COC(=O)c1c(C#N)c(N)nc2c1CCCC2	-5	-3	42	x	x	6	2.1	8	-0.8
CNC(=S)Nc1cc(C(F)(F)F)ccc1Cl	3	2	0	97	-2	-16	-1.5	24	-0.8
Cn1c(=NC(=O)CSCC(=O)N2CCOCC2)sc2ccccc21	-6	-5	18	116	25*	5	-3.1	18	-4.0
NNc1nc(-c2ccccc2)cc(-c2ccccc2)n1	-20	-7	-2	86	-6	12	-3.2	0	-5.5
CCOc1ccc(Nc2nnc(Cc3ccc(OC)cc3)c(=O)[nH]2)cc1	-5	-4	47	95	-6	-12	-3.0	-1	-4.0
COc1ccc(Cl)cc1NC(=O)CCN1CCOCC1	1	-8	3	91	-30	5	-1.4	x	-0.6
Cc1cc(C)c(NC(=O)Cn2c(=O)c3cccn3c3ccccc32)c(C)c1	-14	5	19	102	3	3	-1.4	-9	0.2
COc1ccccc1OCCSc1nnc(CNC(=O)c2ccco2)n1C	-13	-3	-1	91	-7	1	0.3	14	-0.6
CC1(C)CC(=O)CC(=O)/C1=N\Nc1c(Cl)cc(Cl)cc1Cl	-4	-1	-4	102	30	-10	-0.8	21	-2.3
CC(C)CN(CC(C)C)C(=O)COc1ccccc1C(N)=O	-13	-1	14	99	-3	-1	-0.4	6	-1.6
Cc1ccc(C)c(N(C(=O)Cn2nnc3ccccc32)C(C(=O)NC(C)(C)C)c2ccsc2)c1 (stereo not drawn)	1	0	16	103	-1	-13	0.6	14	-2.8
CCCCC(=O)NC(=S)Nc1c(C)cc(Br)cc1C	-7	14	6	101	0	3	-4.8	6	-1.7
COc1ccccc1-c1cc(C(F)(F)F)nc(S(C)(=O)=O)n1	-3	2	9	x	x	1	-0.6	-2	-3.0
O=C(Cn1cccc1)N1CCc2ccccc21	2	0	13	96	-5	-3	0.3	14	-1.6
Cc1oc(-c2cccs2)nc1CN1CCN(C(C)C)C(CCO)C1 (stereo not drawn)	4	-9	22	99	4	2	-0.2	1	-1.0
CCC(C)(C)NC(=O)CN(Cc1cccs1)C(=O)CNS(=O)(=O)c1ccc(C)cc1	-14	-2	9	94	-4	4	-5.3	-1	-3.5
CCCNC(=O)Nc1cc(S(=O)(=O)CC)ccc1O	-4	6	-2	94	-15	-5	-3.7	x	-3.2
c1ccc2cc(-c3cc4ccccn4c3)ccc2c1	-8	1	25	103	3	1	-1.8	13	-1.2
CCOC(=O)C1CCN(Cc2cnc(Oc3ccc(OC)cc3)s2)CC1	-12	0	-4	100	-8	-6	0.2	9	-1.0
Cc1cc(CNC(=O)CC2C(=O)NCCN2Cc2ccccc2C(F)(F)F)nn1C (stereo not drawn)	-13	-2	2	97	-10	4	-7.3	1	-2.3
O=C(CNC(=O)c1ccco1)Nc1ccc(Br)cc1	-4	-10	2	120	18	4	-2.9	4	-1.6
CC1(C)CC2CC(C)(CN2C(=O)c2ccc([N+](=O)[O-])cc2[N+](=O)[O-])C1 (stereo not drawn)	-18	5	2	98	-2	-1	-2.3	10	-1.2
Cc1cc(C)c(S(C)(=O)=O)c(N(C)NC(=O)c2c(F)cccc2F)n1	-7	14	5	107	1	-8	-1.1	-148	-4.7
c1ccc(N2CCN(c3nc(-c4ccccn4)nc4ccccc34)CC2)cc1	-19	-53	-83	108	7	8	42*	-23	-4.8
CS(=O)(=O)N(CC(=O)Nc1ccc2c(c1)OCCO2)Cc1ccccc1	-5	-1	-1	101	2	-8	0.4	30	-0.6
O=C1c2ccccc2C(=O)N1Cc1nc2ccccc2c(=O)n1CCCN1CCOCC1	-3	2	-7	105	3	5	1.6	24	-4.0
CCOC(=O)C1CCN(c2c(N3CCCC(C(=O)OCC)C3)c(=O)c2=O)CC1 (stereo not drawn)	-17	-5	7	109	7	1	-6.3	15	-2.0

Part of the list above, with values under each structure.
Below each SMILES – FID counter, HCV NS3 hel inh, UBC9 SUMO inh, MEKK2wt PB1 HTS, MEKK2 mut-MEK5, PfM18AAP inh, VIM-2 inhibitor, NALP1 inh, IMP-1 inhibitor
> c1ccc2cc(-c3cc4ccccn4c3)ccc2c1
  -8, 1, 25, 103, 3, 1, -1.8, 13, -1.2
> CC1(C)CC2CC(C)(CN2C(=O)c2ccc([N+](=O)[O-])cc2[N+](=O)[O-])C1 (stereo not drawn)
  -18, 5, 2, 98, -2, -1, -2.3, 10, -1.2
> O=C(CNC(=O)c1ccco1)Nc1ccc(Br)cc1
  -4, -10, 2, 120, 18, 4, -2.9, 4, -1.6
> c1ccc(N2CCN(c3nc(-c4ccccn4)nc4ccccc34)CC2)cc1
  -19, -53, -83, 108, 7, 8, 42*, -23, -4.8
> O=C1c2ccccc2C(=O)N1Cc1nc2ccccc2c(=O)n1CCCN1CCOCC1
  -3, 2, -7, 105, 3, 5, 1.6, 24, -4.0
> Cc1cc(CNC(=O)CC2C(=O)NCCN2Cc2ccccc2C(F)(F)F)nn1C (stereo not drawn)
  -13, -2, 2, 97, -10, 4, -7.3, 1, -2.3
> CCOC(=O)C1CCN(c2c(N3CCCC(C(=O)OCC)C3)c(=O)c2=O)CC1 (stereo not drawn)
  -17, -5, 7, 109, 7, 1, -6.3, 15, -2.0

Carrying on.
SMILES	FID counter	HCV NS3 hel inh	UBC9 SUMO inh	MEKK2wt PB1 HTS	MEKK2 mut-MEK5	PfM18AAP inh	VIM-2 inhibitor	NALP1 inh	IMP-1 inhibitor
CCC1(C)Cc2c(sc3[nH]c(=O)[nH]c(=O)c23)CS1 (stereo not drawn)	-3	14	21	105	22	-1	0.2	8	-4.5
COc1cc(/C=N/OCC(=O)NC2CCCCC2C)ccc1OCc1ccc(Cl)cc1 (stereo not drawn)	-7	-4	0	106	-1	1	-1.1	28	-1.9
CC(CCc1ccccc1)NCC#N (stereo not drawn)	-2	-12	3	94	0	-4	-2.5	9	-3.1
Cc1cc2c(c(=O)o1)C(CC(C)C)C(C#N)=C(N)O2 (stereo not drawn)	5	22	4	98	5	9	1.0	34	0.2
Nc1c(N(CCO)C(=O)C2CCCCC2)c(=O)[nH]c(=O)n1Cc1ccccc1	-16	13	-1	98	4	5	-2.0	26	-1.9
Cc1cc(C)cc(-n2c(O)c(C=NC3CCS(=O)(=O)C3)c3ccccc3c2=O)c1 (stereo not drawn)	-20	-4	16	106	4	-8	-1.5	3	-3.1
CC(=N)C1=C(O)CC(c2ccccc2)CC1=O (stereo not drawn)	-2	7	-10	101	2	1	-2.6	2	-2.9
COc1ccc(CNC(=O)CCS(=O)(=O)c2ccc3c(c2)CCN3C(C)=O)cc1	-24	0	-4	104	-1	-1	-0.3	29	-1.5
O=C(NCCOC(=O)c1ccccc1)c1ccc([N+](=O)[O-])cc1	0	5	-11	105	3	2	-3.8	x	-2.8
